aSyn tox rescue = alpha-synuclein toxicity suppression in yeast; S. cerevisiae alpha-synuclein toxicity rescue, BacTiter-Glo growth, 24 h; Potency, µM (top dose mostly 46.1 µM), inactives show top-dose growth rescue (activation), actives largely listed as activators; 94,000 tested, 0.02% active; active = well fitted activation curve with a large enough effect; inconclusive = small, poorly fitted or top-dose-only effect; also: 0% is about no effect
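Growth restoration measured by BacTiter-Glo luminescence after 24 hr at 30 deg C; alpha-synuclein yeast, raffinose-pregrown to mid-log, were added at OD600=0.02 in galactose medium onto pinned compounds.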
Numbers without * were called inactive; ? = inconclusive; [ ] = remark or other dose. Potency is read from the fitted curve at half-maximal effect. Not all compounds are listed; rates above refer to the full screens.

SMILES	aSyn tox rescue
CCOc1ccc(NC(=O)CCNS(=O)(=O)c2ccc3c(c2)CCC(=O)N3)cc1	-5.1%
O=C1COC(c2ccccc2O)=NN1CCCl	-0.9%
Clc1cccc(N2CCN(c3ncnc4c3nc3n4CCCC3)CC2)c1	?
Cc1cccc(C(=O)NCCc2nc3ccccc3n2Cc2ccccc2Cl)c1	3.7%
Cc1ccc(N(CC(=O)NC2CCCC2)C(=O)CCC(=O)Nc2ccccn2)cc1C	5.2%
CCC(=O)Nc1ccc(NC(=O)CSc2nnc(-c3ccc(O)cc3)n2CC2CCCO2)cc1 (stereo not given)	6.0%
CCOc1ccccc1NC(=O)Cn1c(=O)nc(-c2ccccc2F)c2cc(Cl)ccc21	-6.3%
O=C(O)CCCC(=O)N1CCCC1	-13.5%
O=S(=O)(c1ccc(S(=O)(=O)N2CCC3(CC2)OCCO3)cc1)N1CCCC1	7.3%
CCOc1ccc(OCC)c(-n2cnnn2)c1	-1.5%
CC(=O)N(C)C[C@H]1Oc2ncc(Br)cc2C(=O)N([C@H](C)CO)C[C@@H]1C	3.3%
Nc1ccc(Cl)cc1C(=O)OCC(=O)NC1CCS(=O)(=O)C1 (stereo not given)	3.5%
COc1ccc2[nH]c(=O)c(CN(C)C(=O)c3cccs3)cc2c1	-11.7%
COc1ccc2c(c1)C(SCC(=O)NCCc1ccccc1)CC(C)(C)O2 (stereo not given)	-3.8%
COc1ccc(/C=C2\SC(=N)N(c3ccc(F)cc3)C2=O)cc1OC	0.0%
CCCN(CCC)Cc1c(C(=O)N/N=C/C(C)=C\c2ccco2)nnn1-c1nonc1N	1.7%
COc1ccc(S(=O)(=O)N2CCCCC2)cc1NC(=O)CCNC(=O)c1ccc(Br)cc1	8.2%
COc1ccccc1Nc1nc(-c2ccc(F)cc2)c2c(n1)-c1ccccc1OC2	5.6%
CCOc1ccc(NC(=O)Cn2c(=O)n(CCCCC(=O)NCCc3ccc(Cl)cc3)c(=O)c3ccccc32)cc1	4.0%
Cc1ccc(-n2nc(C)c3c(C)c(CCC(=O)NCc4ccccc4Cl)c(C)nc32)cc1C	2.6%
Cc1ccc(S(=O)(=O)NC(=O)N(C)C2CCCCC2)cc1	-0.5%
Cc1ccc(CSc2nnc(NC(=O)C3COc4ccccc4O3)s2)cc1 (stereo not given)	-42.8%[inhibitor]
COc1ccc(C(C(=O)NC(C)(C)C)N(C(=O)CNC(=O)c2cccs2)c2cccnc2)cc1OC (stereo not given)	-14.5%
COc1ccc2oc(=O)c(-c3nc(-c4cccs4)no3)cc2c1	-10.4%
COCCCNC(=O)CSc1nc2cc3c(cc2c(=O)n1CCCCCC(=O)NCc1ccc(OC)cc1)OCO3	5.1%
Cc1cccc(-n2c3nc(=O)[nH]c(=O)c-3cc3c(Cl)cccc32)c1C	-4.6%
COc1ccc(C(=O)N2CCc3cc(OC)c(OC)cc3C2COc2ccccc2OC)cc1 (stereo not given)	8.3%
Cc1ccc(C)c(NC(=O)c2cnn(-c3ccc(F)cc3F)c2C2CCNCC2)c1	-5.9%
Cc1ccc(C(=O)NC(C)C(c2cccs2)N2CCCC2)s1 (stereo not given)	1.0%
CCOc1ccc(S(=O)(=O)N(CC(=O)NCc2ccccc2OC)c2ccccc2)cc1	-0.7%
Cc1cccc(N2CCN(c3ccc4cc(S(=O)(=O)N5CCC(C)CC5)ccc4n3)CC2)c1C	1.6%
C=CCc1cccc2cc(C(=O)Nc3ccc(NC(C)=O)cc3)c(=O)oc12	-4.7%
COC(CNC(=O)C(=O)Nc1ccc2c(c1)N(S(=O)(=O)c1cccs1)CCC2)OC	-13.3%
CCc1ccc(CNC(=O)c2ccc(CS(=O)c3ccc(Br)cc3)o2)cc1 (stereo not given)	-5.8%
CC(C)c1ccc(NC(=O)CN(C)S(=O)(=O)c2ccc3c(c2)n(C)c(=O)c(=O)n3C)cc1	8.1%
COc1ccc(CNC(=O)c2cc(-c3ccc(Br)s3)nc3ccccc23)cc1	-2.7%

Sorted by heavy-atom count (descending): part of the list above.
SMILES	aSyn tox rescue
Cc1cccc(N2CCN(c3ccc4cc(S(=O)(=O)N5CCC(C)CC5)ccc4n3)CC2)c1C	1.6%
CC(C)c1ccc(NC(=O)CN(C)S(=O)(=O)c2ccc3c(c2)n(C)c(=O)c(=O)n3C)cc1	8.1%
COC(CNC(=O)C(=O)Nc1ccc2c(c1)N(S(=O)(=O)c1cccs1)CCC2)OC	-13.3%
C=CCc1cccc2cc(C(=O)Nc3ccc(NC(C)=O)cc3)c(=O)oc12	-4.7%
Cc1ccc(C(=O)NC(C)C(c2cccs2)N2CCCC2)s1 (stereo not given)	1.0%

Reformatted with bars between the fields: entries from further up.
SMILES | aSyn tox rescue
COc1ccc(CNC(=O)c2cc(-c3ccc(Br)s3)nc3ccccc23)cc1 | -2.7%
Cc1cccc(N2CCN(c3ccc4cc(S(=O)(=O)N5CCC(C)CC5)ccc4n3)CC2)c1C | 1.6%
CCc1ccc(CNC(=O)c2ccc(CS(=O)c3ccc(Br)cc3)o2)cc1 (stereo not given) | -5.8%

Later entries:
SMILES	aSyn tox rescue
N#C/C(=C\c1ccc(-c2ccc(C(=O)O)cc2)o1)C(=O)Nc1ccccc1C(=O)O	6.7%
Cc1cc(NC(=O)CSc2nc3c(cc2C#N)CCC3)no1	5.7%
CN(C)c1ccc(CNC(=O)c2cnc3sc(N4CCOCC4)nn3c2=O)cc1	-2.7%
COc1ccc(C2CCCCCN2C(=O)C2CCN(S(=O)(=O)c3ccc(C)cc3)CC2)cc1 (stereo not given)	2.7%
Cc1ccc(C)c(CN2C(=O)c3ccccc3Sc3ccc(C(=O)NC4CCCC4)cc32)c1	2.2%
O=C(NCc1ccc2c(c1)OCO2)c1ccc2c(c1)N(Cc1cccc(Cl)c1)C(=O)c1ccccc1S2=O (stereo not given)	7.8%
COc1ccccc1-c1c(C)nn2c(C(F)(F)F)cc(-c3ccccc3)nc12	10.2%
COc1ccccc1C1c2[nH]c3ccccc3c2CCN1Cc1ccc(NC(C)=O)s1 (stereo not given)	-7.9%
Cc1ccc2nc(NC(=O)c3cc(=O)c4cc(C)c(C)cc4o3)sc2c1	1.1%
CN(C)c1ccc(C(CNS(=O)(=O)c2ccc([N+](=O)[O-])cc2)N2CCCC2)cc1 (stereo not given)	-2.2%
CC1=C(C#N)C(NC(=O)c2ccccc2)(C(F)(F)F)C(=O)N1 (stereo not given)	-6.7%
CCc1ccc(CN(Cc2ccco2)C(=O)c2ccccc2Cl)cc1	9.7%
CCc1ccc(C(=O)c2cn(CC(=O)Nc3ccc(F)c(F)c3)c3cc(OC)c(OC)cc3c2=O)cc1	-11.6%
CCOC(=O)CC(NC(=O)C1c2ccccc2Oc2ccccc21)c1ccc(C)cc1 (stereo not given)	0.6%
Fc1ccc(-c2cc3ncc4c(n3n2)-c2cc(Cl)ccc2OC4)cc1	-2.9%
Cc1cc2cc(CNC(=O)c3ccc(C)c([N+](=O)[O-])c3)ccc2[nH]1	-1.8%
O=C(O)CNC(=O)/C(=C\c1cccc([N+](=O)[O-])c1)NC(=O)c1ccco1	6.3%
COc1ccc(C(=O)NCc2ccc3c(c2)cc(C)n3C)cc1	2.8%
CCNC(=S)N/N=C/c1cccc(/C=N/NC(=S)NCC)c1	0.7%
CCOC(=O)CSc1nc2ccc(NC(=O)COc3ccccc3C)cc2s1	-1.8%
Cc1ccc(S(=O)(=O)NN=Cc2ccccc2Cl)cc1	-5.4%
Cc1ccc(NC(=S)N2CCC(C(N)=O)(N3CCCCC3)CC2)c(C)c1	6.4%
Cc1cccc(C)c1OCCn1c(CCNC(=O)C2CCCCC2)nc2ccccc21	19.7%
CC(C)NC(=O)C1CCN(C(=O)c2cc3sccc3n2Cc2ccc(Cl)cc2)CC1	5.4%
COc1cc(Cl)c(NC(=O)CCS(=O)(=O)c2ccc3c(c2)NC(=O)CO3)c(OC)c1	-9.0%
CCN1C(=O)C(C)C=C(C)C=C1C (stereo not given)	-3.5%
COc1cc(CN2CCc3nc(Nc4ccc5c(c4)OCCO5)ncc3C2)cc(OC)c1OC	-6.7%
CC(C)c1ccc(N(C(=O)c2csnn2)C(C(=O)NC2CCCC2)c2cccnc2)cc1 (stereo not given)	-1.4%
CC(C)C[C@H](NC(=O)c1[nH]cnc1C(=O)Nc1ccccc1F)C(=O)OC(C)(C)C	14.6%
COc1cccc(C(=O)NC(c2ccccc2)C2CCCC2)c1 (stereo not given)	16.9%
C=CCN1C(=O)C2C3CC(=O)C(c4ccccc43)C2C1=O (stereo not given)	2.5%
Cc1cccc(CNC(=O)CCCN2C(=O)CCn3nc(-c4cn(C)c5ccccc45)cc32)c1	0.6%
COc1ccc(C(=O)OCC(=O)c2ccco2)cc1[N+](=O)[O-]	2.3%
COCCNC(=O)CN1C(=O)COc2ccc(S(=O)(=O)N3CCCC3)cc21	-4.5%
COC(=O)c1ccc(COc2ccc(C=O)cc2OC)o1	-2.7%
COCCNC(=O)CCn1c(=O)[nH]c2cc(OC)c(OC)cc2c1=O	-1.0%

The list goes on, starting with the last three of the part before.
SMILES	aSyn tox rescue
COCCNC(=O)CN1C(=O)COc2ccc(S(=O)(=O)N3CCCC3)cc21	-4.5%
COC(=O)c1ccc(COc2ccc(C=O)cc2OC)o1	-2.7%
COCCNC(=O)CCn1c(=O)[nH]c2cc(OC)c(OC)cc2c1=O	-1.0%
Cc1ccc(N2C(=O)N(CC(=O)Nc3cc(Cl)ccc3C)C(=O)C2C)cc1 (stereo not given)	12.8%
CCCOC(=O)c1c(NC(=O)CCCn2nc([N+](=O)[O-])c(Cl)c2C)sc(C(=O)OC)c1C	-0.6%
COc1cc(OC)c(S(=O)(=O)Nc2ccc(C(=O)O)cc2)cc1S(=O)(=O)Nc1ccc(C(=O)O)cc1	-5.1%
CN(C)S(=O)(=O)c1ccc(Cl)c(C(=O)Nc2ccc(S(=O)(=O)N3CCOCC3)cc2)c1	1.4%
Cc1c(O)ccc2c(CN3CCN(C/C=C/c4ccccc4)CC3)cc(=O)oc12	-0.4%
COc1cc(Cl)c(NS(=O)(=O)c2ccc(-c3cnc(C4CC4)o3)cc2)c(OC)c1	-19.2%
CCc1cccc(CC)c1NC(=O)CSc1nc2ccc(N3C(=O)C4C(C3=O)[C@H]3C=C[C@@H]4C3)cc2s1 (stereo not given in full)	12.1%
COc1cccc(CNC(=O)c2cc3c(C)nc4ccccc4c3o2)c1	0.2%
CCCCCNC(=O)Cn1c(=O)c2c(ncn2CC(C)C)n(Cc2ccccc2)c1=O	-6.2%
CCCN(Cc1cccs1)C(=O)Nc1cc(C)ccc1OC	-0.3%
COc1cc(/C=C2\SC(=O)N(CC(=O)Nc3cccc(C)c3)C2=O)ccc1OC(C)C(=O)O (stereo not given)	-7.1%
Cc1c(C(=O)N2CCOCC2)oc2c1-c1nn(CC(=O)NCc3cccc(Cl)c3)cc1CC2	1.0%
CCOc1ccccc1NC(=O)Cn1cnc2c1c(=O)n(C)c(=O)n2C	-7.2%
COc1ccc(CC(=O)NCc2ccc3c(c2)CCN3C(=O)c2ccc(C)cc2)cc1OC	-7.0%
O=C(NC1CCCC1)C(c1ccc(F)cc1)N(Cc1ccccc1)C(=O)c1csnn1 (stereo not given)	-2.1%
c1ccc(CCN(Cc2ccccc2)C2CCN(C3CCCC3)CC2)cc1	-5.7%
COc1ccccc1CNC(=O)CCC1N=C2c3ccccc3N=C(SCc3ccc(C)cc3C)N2C1=O (stereo not given)	6.8%
CCCn1c2ccccc2c2cnn(CC(=O)NC(C)CC)c(=O)c21 (stereo not given)	-9.3%
Cc1ccc(-n2ncc3c(NNC(=O)c4ccccc4C)ncnc32)cc1	-3.9%
COC(=O)CCN(C(=O)C1CCN(S(=O)(=O)c2c(C)noc2/C=C/c2ccccc2F)CC1)c1ccccc1	4.4%
COc1nnc(-c2ccc(N3CCCCC3)c(NC(=O)c3ccccc3Cl)c2)c2ccccc12	?
CCN(CC)c1ccc(NC(=O)c2cc(S(=O)(=O)N3CCc4ccccc43)cn2C)c(C)c1	-7.7%
COc1cc(C(=O)Nc2ccc(S(=O)(=O)Nc3nccc(C)n3)cc2)c([N+](=O)[O-])cc1OC	5.4%
Cc1ccc(Cl)cc1NC(=O)CSc1nccn1C	-8.7%

Shown in CSV form: part of the list above.
Molecule,aSyn tox rescue
COc1nnc(-c2ccc(N3CCCCC3)c(NC(=O)c3ccccc3Cl)c2)c2ccccc12,?
CCN(CC)c1ccc(NC(=O)c2cc(S(=O)(=O)N3CCc4ccccc43)cn2C)c(C)c1,-7.7%
COc1cc(C(=O)Nc2ccc(S(=O)(=O)Nc3nccc(C)n3)cc2)c([N+](=O)[O-])cc1OC,5.4%

More results:
SMILES	aSyn tox rescue
O=S(=O)(c1ccccc1Br)N1CCC(O)(c2cccnc2)CC1	-0.4%
CCCCN(CC)CCCNC(=O)c1nn(C)c2c1CSc1ccccc1-2	2.4%
O=c1c(-c2ccco2)[n+]([O-])c2ccccc2n1OCc1ccccc1	8.6%
Cc1ccc(C)c(NC(=O)Cn2nc(C)c3nn(-c4ccc(Cl)cc4)c(C)c3c2=O)c1	6.3%
CCOc1ccc2nc(N3CCCC(C(=O)NCc4ccccc4OC)C3)sc2c1 (stereo not given)	-1.6%
CCOC(=O)N1CCN(C(=O)COc2ccc([N+](=O)[O-])cc2)CC1	1.3%
Cc1ccc(NC(=O)c2cc(S(=O)(=O)N3CCOCC3)cn2C)c(C)c1	-2.5%
CCOC(=O)c1c(C)[nH]c(C(=O)OCC(=O)NCc2ccco2)c1C	6.6%
COC(=O)c1c(-c2cccs2)csc1NC(=O)COc1ccccc1	-30.8%[inhibitor]
O=C(Cc1ccccc1[N+](=O)[O-])OCC(=O)N1CCN(c2ccccc2)CC1	2.2%
Cc1ccc(NC(=O)c2nnn(Cc3ccccc3)c2N)cc1C	3.6%
CCCCCCc1cc2cc(-c3nnc(-c4cccc(Cl)c4)o3)c(=O)oc2cc1O	5.6%
O=c1c2oc3ccccc3c2n(Cc2ccc(Cl)cc2)c(=O)n1Cc1ccco1	-6.0%
Cc1ccc(C(=O)NNC(=O)C2CSC3(C)CCC(=O)N23)cc1 (stereo not given)	-5.1%
Cc1c(NC(=O)c2cccc3c(Cl)cccc23)cccc1-c1nc2ccccc2o1	2.3%

Screening results: PubChem BioAssay, National Center for Advancing Translational Sciences (NCATS)
